Compound activity (PubChem)
PKM2 activator: qHTS Assay for Activators of Human Muscle isoform 2 Pyruvate Kinase; Pyruvate kinase PKM (Homo sapiens), P14618; purified PKM2, Kinase-Glo ATP luminescence, activation; response scale: 0% is enzyme alone, no compound; Potency, µM (series often up to 57.5 µM), for the others: top-dose activation, hits mostly activators; 0.34% of 260,000 active; note: potency is the fitted concentration of half-maximal effect; % is set by controls: 0 for no effect and ±100 for the full control effect; nearly all actives have a fitted effect of over 55% in size
Target sequence (P14618 whole entry, looked up, canonical isoform): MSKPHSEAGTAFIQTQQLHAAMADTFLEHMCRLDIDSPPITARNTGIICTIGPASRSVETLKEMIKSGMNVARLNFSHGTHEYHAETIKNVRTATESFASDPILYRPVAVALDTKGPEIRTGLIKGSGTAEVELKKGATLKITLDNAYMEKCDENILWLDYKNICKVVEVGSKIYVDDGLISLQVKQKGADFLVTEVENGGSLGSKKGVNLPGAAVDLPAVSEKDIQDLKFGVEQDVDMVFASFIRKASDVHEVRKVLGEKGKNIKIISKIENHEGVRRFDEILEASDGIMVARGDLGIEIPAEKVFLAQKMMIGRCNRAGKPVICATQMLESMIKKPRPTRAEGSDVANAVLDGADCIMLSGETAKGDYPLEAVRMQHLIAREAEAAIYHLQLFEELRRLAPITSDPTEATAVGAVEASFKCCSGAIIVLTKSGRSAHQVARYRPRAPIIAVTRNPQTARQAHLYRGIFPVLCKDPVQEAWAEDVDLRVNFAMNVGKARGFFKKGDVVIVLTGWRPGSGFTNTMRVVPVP
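Purified hPK-M2 (>95%) run at intermediate activity with 0.1 mM ADP and 0.5 mM PEP in 50 mM imidazole pH 7.2, KCl, MgCl2; 1 h room temperature. ATP formed read by Kinase-Glo luminescence; normalized to uninhibited and no-enzyme controls.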
NPC1 prom act: qHTS Assay for NPC1 Promoter Activators | 2.4% of 320,000 active | Potency, µM (series often up to 9.22 µM), for inactives: at the highest dose activation, actives largely listed as activators | AID 485313, 2010 | Huh7 NPC1 promoter luciferase reporter, 24 h;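 note: potency is the fitted concentration of half-maximal effect; % of control where 0% means no effect; nearly all actives have a fitted effect of over 60% in size; reporter is driven by a mutant NPC1 promoter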
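Luminescence from an NPC1 promoter-driven luciferase reporter in stably transfected Huh7 cells was measured after 24 h compound treatment at 37 °C, followed by 10 min ambient incubation with luciferase detection reagent.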
FLuc counter: qHTS profiling assay for firefly luciferase inhibitor/activator using purifed enzyme and Km concentrations of substrates (counterscreen for miR-21 project) | Potency, µM (titrated, usually from 57.5 µM), for inactives: at the highest dose activity change, negative = inhibition, actives largely listed as inhibitors | purified FLuc, Km substrates, luminescence inhibition | Luciferin 4-monooxygenase (Photinus pyralis), P08659 | 6.9% of 360,000 active;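 note: potency is the fitted concentration of half-maximal effect; plate controls were vehicle for no effect and reference inhibitor for full effect; nearly all actives have a fitted effect of over 55% in size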
Target sequence (P08659 whole entry, looked up): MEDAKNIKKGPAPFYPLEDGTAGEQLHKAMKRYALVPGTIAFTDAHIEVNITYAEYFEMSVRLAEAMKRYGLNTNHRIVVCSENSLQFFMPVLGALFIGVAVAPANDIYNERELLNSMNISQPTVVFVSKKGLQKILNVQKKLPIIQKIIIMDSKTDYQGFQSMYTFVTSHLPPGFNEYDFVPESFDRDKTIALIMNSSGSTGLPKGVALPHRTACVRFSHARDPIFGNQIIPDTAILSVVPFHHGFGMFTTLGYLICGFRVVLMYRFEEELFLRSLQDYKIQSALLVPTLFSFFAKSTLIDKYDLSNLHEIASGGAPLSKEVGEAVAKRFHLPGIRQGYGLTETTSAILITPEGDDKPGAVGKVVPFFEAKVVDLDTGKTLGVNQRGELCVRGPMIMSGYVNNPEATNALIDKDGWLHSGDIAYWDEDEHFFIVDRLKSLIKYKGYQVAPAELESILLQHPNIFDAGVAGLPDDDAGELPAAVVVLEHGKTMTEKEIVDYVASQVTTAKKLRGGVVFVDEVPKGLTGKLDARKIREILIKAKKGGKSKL
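Purified P. pyralis luciferase (10nM final) with 10uM D-luciferin and 10uM ATP (Km levels) in 50mM Tris acetate pH 7.5, 10mM Mg acetate, 0.01% Tween-20, 0.05% BSA; qHTS 6-point titration, ~60 µM downward; luminescence read.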
Mito fusion act: qHTS Assay for Small Molecule Inhibitors of Mitochondrial Division or Activators of Mitochondrial Fusion | S. cerevisiae fusion-defective mutant growth rescue, CellTiterGlo 48 h | Potency, µM (doses to about 46.1 µM), for inactives: at the highest dose growth rescue (activation), most hits filed as activators | 0.23% of 320,000 active | AID 485298, 2010;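 note: potency is the fitted concentration of half-maximal effect; % of control where 0% means no effect; nearly all actives have a fitted effect of over 45% in size; temperature-sensitive fusion mutants such as fzo1-1 at 37 °C on non-fermentable ethanol glycerol medium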
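Read-out: ATP-based luminescence (CellTiterGlo, 10 min ambient) reporting growth of fusion-defective ts yeast after 48 hours at 37C on glycerol/ethanol YPEG medium in the presence of compound.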
MBNL1-CUG inh: qHTS Assay for Inhibitors of MBNL1-poly(CUG) RNA binding | Muscleblind-like protein 1 (Homo sapiens), Q9NR56 | TR-FRET MBNL1-His/biotin-(CUG)12 binding, 665/545 ratio | Potency, µM (doses to about 57.5 µM), for inactives: at the top dose activity change, negative = inhibition, most hits filed as inhibitors | 0.036% of 280,000 active | AID 2675, 2010; active = well fitted inhibition curve with a large enough effect in the signal ratio, with a control signal flat, not every such curve was filed as active; inconclusive = small, poorly fitted or top-dose-only effect, or effect the other way, or a change in a side signal; inactive = no such curve, though single readings can be large or run the other way; the % refers to the signal ratio; note: potency is the fitted concentration of half-maximal effect; % is set by controls: 0 for no effect and ±100 for the full control effect
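Compound titration spanned 92 nM–58 uM against the MBNL1-His/biotin-(CUG)12 complex. After 60 min at room temperature with 5 nM streptavidin-XL665 and 0.055 ng/ul terbium anti-His, ratiometric 665/545 nm emission (Ex 340 nm) normalized to controls.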
RORgamma inh: qHTS for inhibitors of ROR gamma transcriptional activity. Potency, µM (highest dose often 53.6 µM), without a hit: at the highest dose activity change, negative = inhibition, actives largely listed as inhibitors. 5.4% of 310,000 active. AID 2551, 2010. Nuclear receptor ROR-gamma (Mus musculus), P51450. Drosophila S2 Gal4-RORgamma UAS-luciferase reporter, 20 h; note: potency is the fitted concentration of half-maximal effect; % is set by controls: 0 for no effect and ±100 for the full control effect; nearly all actives have a fitted effect of over 60% in size
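A Gal4/UAS one-hybrid system in insect cells: metallothionein-promoter Gal4–ROR gamma fusion plus Photinus luciferase reporter. Copper sulfate 700 uM final, 20 hr ambient incubation, luminescent detection after 10 min with reagent.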
KCNH2 3.1 block: qHTS for Inhibitors of KCHN2 3.1: Mutant qHTS. activity change, % (tested at about 1.8 µM). U2OS KCNH2 3.1, thallium flux FluxOr; stronger effect = lower value. Potassium voltage-gated channel subfamily H member 2, brain isoform KCNH2 3.1 (human). AID 720553, 2013. 0.95% of 340,000 active;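 active = maximum activity change below -70%; inconclusive = maximum activity change from -70% to -50%; inactive = maximum activity change above -50%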;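 note: thallium influx rate constant from kinetic fluorescence after stimulation buffer; % is set by controls: 0 for no effect and ±100 for the full control effect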
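Steps: virus added to U2OS suspension (4 h, RT, dark); medium with 10% FBS added, cells plated, 37 C overnight; FluxOr/Red40 loading buffer 45 min RT; stimulation buffer, 2 min kinetic read; rate constant normalized.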
Gal4-VP16 FLuc: VP16 counterscreen qHTS for inhibitors of ROR gamma transcriptional activity; Drosophila S2 Gal4-VP16 UAS-luciferase, luminescence, 20 h; Potency, µM (series often up to 53.6 µM), for inactives: top-dose activity, negative = inhibition, hits mostly inhibitors; 3.5% of 310,000 active; AID 2546, 2010;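 note: Gal4-VP16 expression switched on by copper sulfate through the metallothionein promoter; potency is the fitted concentration of half-maximal effect; % is set by controls: 0 for no effect and ±100 for the full control effect; nearly all actives have a fitted effect of over 50% in size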
Menin MLL FP TR: qHTS Assay for Inhibitors Targeting the Menin-MLL Interaction in MLL Related Leukemias: Competition With Texas Red Labeled MLL-derived Mutant Peptide. Menin + Texas Red MLL mutant peptide, fluorescence polarization. Potency, µM (series often up to 61.6 µM), without a hit: at the highest dose FP activity change, negative = inhibition, usual class: inhibitors. 0.23% of 270,000 active; active = well fitted inhibition curve with a large enough effect in the polarisation, with a control signal flat, not every such curve was filed as active; inconclusive = small, poorly fitted or top-dose-only effect, or effect the other way, or a change in a side signal; inactive = no such curve, though single readings can be large or run the other way; the % refers to the polarisation; note: potency is the fitted concentration of half-maximal effect; % of control where 0% means no effect; many of its hits are not listed in these tables
Rab9 promoter act: qHTS Assay for Rab9 Promoter Activators; Huh7 Rab9 promoter-luciferase reporter, luminescence, 24 h; Potency, µM (series often up to 9.22 µM), for the others: top-dose activation, negative = inhibition, hits mostly activators; 2.8% of 320,000 active; AID 485297, 2010; note: potency is the fitted concentration of half-maximal effect; % of control where 0% means no effect; nearly all actives have a fitted effect of over 60% in size
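Stable Rab9-luc Huh7, 1500 cells/well, 2 h settle; cmpd in DMSO, 24 h, 37 °C/5% CO2; luciferase reagent 10 min RT; luminescence.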
ELG1 repair inh: qHTS screen for small molecules that inhibit ELG1-dependent DNA repair in human embryonic kidney (HEK293T) cells expressing luciferase-tagged ELG1 | HEK293T ELG1-luciferase reporter, luminescence, 16 h; DNA damage induced by 5-fluorouridine | Potency, µM (titrated, usually from 46.1 µM), for inactives: at the highest dose activity change, negative = inhibition, hits mostly inhibitors | 2.3% of 330,000 active | AID 504467, 2011; note: potency is the fitted concentration of half-maximal effect; % is set by controls: 0 for no effect and ±100 for the full control effect; nearly all actives have a fitted effect of over 55% in size
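HEK293T cells expressing luciferase-tagged ELG1 (2,000/well) received 5-Fluorouridine plus compound or DMSO for 16 hr at 37 °C. Luciferase was read by ONE-Glo luminescence after 30 min at room temperature.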
* marks the source's active call; other numbers are inactive results; ? = inconclusive; · = not tested or not shown; [ ] = another dose, or the depositor's remark. Unless noted, calls come from the whole dose curve; as a rule, active = well fitted curve in the direction sought with a large enough effect; inconclusive = small, poorly fitted or top-dose-only effect, or another doubt; inactive = no such curve, though single readings can be large; an effect the other way counts as inactive or inconclusive. A portion of the library (hit frequency here may not be typical).

SMILES | Menin MLL FP TR | PKM2 activator | FLuc counter | Mito fusion act | RORgamma inh | Rab9 promoter act | MBNL1-CUG inh | KCNH2 3.1 block | NPC1 prom act | Gal4-VP16 FLuc | ELG1 repair inh
COC(=O)C(c1ccccc1)C1(O)CC(C)N(C)CC1C (stereo not given) | 4% | 2% | 1% | 3% | -24% | -5% | 2% | -1 | 0% | -5% | 0%
CCOc1ccccc1N1CCN(S(=O)(=O)c2ccc3c4c(cccc24)C(=O)N3)CC1 | ? | 12% | 3% | ? | 18% | 1% | 16% | -8 | 0% | -6% | -27%
O=C(/C=C/c1cccc([N+](=O)[O-])c1)NCCSCc1ccc(Cl)cc1 | 23% | 4% | 1% | 18% | -7%[10 µM] | -2% | · | 4 | 0% | 1% | ?
O=C(NC(NC(=S)Nc1ccccc1O)C(Cl)(Cl)Cl)c1ccco1 (stereo not given) | 16% | -12% | 1% | 0% | ? | -1% | -8% | -25 | -1% | 3% | 0%
CCCN1CCN(CCCNC(=O)Cn2nc(C)n3c(cc4cc(OC)ccc43)c2=O)CC1 | · | · | 4% | 7% | 1% | -12% | ? | -3 | -1% | -3% | 27%
Cc1c(C)c2c(OCC(=O)N[C@@H](C)C(=O)O)cc3c(c2oc1=O)CCC(C)(C)O3 | 1% | · | 0% | 1% | 4% | -11%[1.84 µM] | 23% | 3 | -4% | 0% | -1%
CCCCC(CC)C(=O)Nc1cc(C(=O)NCCC)ccc1N1CCC2(CC1)CC(c1ccccc1)=NO2 (stereo not given) | 4% | 0% | 2% | -14% | 15% | -1% | -15% | -94* | -2% | 1% | ?
Cc1ccc(N2CCN(c3ccc(C)cc3)C2c2cccnc2)cc1 | -1% | -13% | -8% | 2% | 6% | -1% | -4% | 3 | 2% | 13% | -2%
C=CCn1cnc2c(c1=O)c1nc3ccccc3nc1n2-c1ccc(C)cc1 | -1% | 5% | 11% | -2% | ? | -3% | 29% | · | -9% | 0% | -18%
CN(C)c1ccc(C2N3CC4(C)CN2CC(C)(C3)C4O)cc1 (stereo not given) | 3% | -14% | 0% | -5% | -5% | 1% | ? | -3 | 0% | 1% | -4%
COc1ccc(C(=O)Nc2nnc(-c3ccccc3)o2)cc1OC | 17% | -3% | -12% | 6% | 0.56µM* | 2% | 2% | 1 | -5% | 1µM* | -29%
CC(c1ccccn1)N(C)C(=O)c1ccc2nc(Cc3ccccc3F)oc2c1 (stereo not given) | · | -12% | 6.7µM* | -2% | -1% | 2.8µM* | 6% | · | ? | -4% | ?
Cc1cccc(Cl)c1NC(=O)N1CCN(c2ccnc3cc(Cl)ccc23)CC1 | · | 0% | 2% | 26% | 8% | -5% | -7% | 1 | -8% | -4% | 18µM*
COc1ccccc1N1CCN(C2CCCN(C(=O)CC(F)(F)F)C2)CC1 (stereo not given) | 11% | -5% | 0% | 1% | -13% | 2% | 0% | 2 | -7% | 13% | 11%
C=CCn1c2ccccc2c2nnc(SCC(=O)OCN3C(=O)c4ccccc4C3=O)nc21 | 16% | -2% | 10% | 2% | 14% | 0% | -3% | 17 | -6% | -17% | 1%
CC1=C(C)CC(C(=O)Nc2nc(C)cs2)C(C(=O)O)C1 (stereo not given) | -4% | 2%[11.5 µM] | 0% | 1% | 16% | 6% | -2% | 2 | -1% | 2% | -4%
COc1ccc(N2CC(C(=O)Nc3nnc(Cc4ccccc4)s3)CC2=O)cc1 (stereo not given) | -2% | · | -2% | -7% | 16% | 0% | -2% | -25 | 0% | 13% | 2%
Cc1ccc(C2C(C(=O)c3cccs3)=C(O)C(=O)N2c2nnc(C)s2)cc1 (stereo not given) | 18% | 18% | ? | -2% | ? | 7% | · | -31 | -4% | 29% | -2%
COC(=O)C1CCN(c2cnccn2)CC1 | 20% | -1% | 5% | 0% | -22% | 1% | -6% | -1 | -2% | -13% | -19%
CC(C)c1ccc(CNCCCSc2ncccn2)cc1 | -22% | 0%[11.5 µM] | -9% | -4% | -2% | -1% | -3% | -10 | 0% | -2% | 5%
C/C(=N\NC(=O)c1n[nH]c2c1CCC2)c1ccco1 | · | -55% | 2.7µM* | -1% | 8.9µM* | 0.5µM* | 10% | 5 | ? | 13µM* | ?
CCOC(=O)c1sc2nc(CC(=O)OC)nc(N(C)CCc3ccccn3)c2c1C | -5% | 1% | 6% | 2% | 0% | -1% | 11% | -7 | 0% | -8% | -28%
CCOc1cc(/C=N/NC(=O)c2cccc(S(=O)(=O)N3CCOCC3)c2)ccc1OCC(=O)N(C)C | · | · | 7% | -1% | · | -4% | · | -19 | 1% | · | ?
CC(=O)Nc1ccc(NC(=O)C2CC(=O)N(C(C)C)C2)cc1 (stereo not given) | -5% | -2% | 7% | 1% | -6% | 4% | -2% | 2 | 2% | -9% | -11%
CCOC(=O)c1ccc(NC(C)=O)c([N+](=O)[O-])c1 | · | -5% | 0% | 4% | -3% | -4% | ? | 3 | -5% | 3% | 11%
COc1ccc(OCC(O)Cn2ccnc2C)cc1 (stereo not given) | 19% | -6% | 2% | -5% | 37% | 1% | -3% | 6 | -2% | 3% | 10%
N/C(=N\S(=O)(=O)c1ccccc1)c1ccc([N+](=O)[O-])cc1 | -7% | 23% | -1% | -5% | ? | -4% | ? | -2 | 0% | 0% | -2%
CSc1nnc(-c2ccc(S(=O)(=O)N3CCCC3)cc2)n1C | -11% | -1% | -1%[2.3 µM] | -1% | 11% | 9% | 0% | -3 | 0% | -2% | 1%
C/C(=C\c1ccccc1)CN1CCN(C(C)C)C(CCO)C1 (stereo not given) | -1% | -4% | 1% | 0% | -19% | -1% | -2% | -3 | -1% | 6% | 1%
O=C(Nc1ccccc1NS(=O)(=O)c1ccc(F)cc1)C1CCCC1 | ? | 6% | -5% | 8% | 11% | -3% | -4% | -2 | -5% | 0% | -3%
CC(Sc1nnc(-c2ccc(Cl)cc2)n1C)C(N)=O (stereo not given) | -14% | 3% | 1% | -5% | 1% | 4% | -9% | 19 | 1% | -2% | 19%
O=C(NCc1ccccc1C(F)(F)F)C1CC(c2ccc(C(F)(F)F)cc2)=NO1 (stereo not given) | · | 2% | 6% | -6% | 10% | -1% | -10% | -11 | -5% | -9% | -1%
O=C(CSc1nnc(CNC(=O)c2ccco2)o1)Nc1ccccc1C(F)(F)F | · | · | 3% | 0% | -22% | 0% | 4% | -2 | 8% | -6% | ?
CCOCCn1ccc2c(OCC(=O)Nc3cc(OC)ccc3OC)cccc2c1=O | · | · | -1% | 22% | · | 4% | · | -10 | -2% | · | 4.1µM*
C[C@H](NC(=O)c1ncn(Cc2ccccc2)c1C(=O)N[C@@H](C)c1ccccc1)c1ccccc1 | · | · | -11% | 6% | · | -7% | · | -1 | -1% | · | -14%
N#Cc1nc(Cc2cccc3ccccc23)oc1N1CCC(C(N)=O)CC1 | 3% | 0% | 2% | 0% | 19% | 4% | 11% | 1 | -3% | -5% | ?
